Source: PubChem (IUPUI and University of Michigan)
ST2 inh: inhibitors of human ST2 (IL1RL1) binding to IL-33; 78,000 compounds, 2.3% hits; inhibition, % for hits at 17 µM; Q01638; AlphaLISA ST2-Fc/biotin-IL-33 interaction, 1 h; in the data active = inhibition above about 30%; inconclusive = mostly about 10% to 28%
Target sequence (Q01638 whole entry, looked up): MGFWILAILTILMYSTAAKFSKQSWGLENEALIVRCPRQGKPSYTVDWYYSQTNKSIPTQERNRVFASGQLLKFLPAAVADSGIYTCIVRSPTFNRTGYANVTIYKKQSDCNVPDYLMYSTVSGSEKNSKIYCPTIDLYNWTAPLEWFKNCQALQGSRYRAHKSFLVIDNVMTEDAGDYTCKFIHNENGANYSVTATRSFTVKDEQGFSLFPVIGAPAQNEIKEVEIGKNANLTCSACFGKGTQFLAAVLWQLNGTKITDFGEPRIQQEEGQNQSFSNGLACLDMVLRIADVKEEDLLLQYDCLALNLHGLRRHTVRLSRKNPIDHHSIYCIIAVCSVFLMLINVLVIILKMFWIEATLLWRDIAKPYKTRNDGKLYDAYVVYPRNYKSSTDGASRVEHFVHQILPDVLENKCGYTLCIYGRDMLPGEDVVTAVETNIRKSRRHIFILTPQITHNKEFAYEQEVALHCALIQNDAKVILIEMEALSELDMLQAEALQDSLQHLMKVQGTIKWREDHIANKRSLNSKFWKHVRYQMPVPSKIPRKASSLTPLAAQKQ
* = called active by the depositor; i = inactive; ? = inconclusive. Not all compounds are listed; rates above refer to the full screens.

SMILES | ST2 inh
O=C(Nc1cccc(F)c1)[C@@H]1C[C@@H]1c1ccccc1 | ?
COCCN1CCCC(O)(CN2CCN(Cc3nccn3C)CC2)C1=O (stereo unspecified) | i
c1ccc(COC2CCCN(Cc3ccc(-n4ccnc4)cc3)C2)nc1 (stereo unspecified) | i
Cc1cc([N+](=O)[O-])ccc1NC(=O)Cc1ccc(F)cc1 | i
COc1ccc(NC(=O)c2cccc(CN3C[C@@H](C)O[C@@H](C)C3)c2)cc1 | ?
CCC1=C(c2ccc(OC)cc2)S(=O)(=O)N(CC(=O)Nc2ccc(OC)c(Cl)c2)C1=O | ?
CCOCCOC(=O)C1=C(C)NC2=C(C(=O)C(C(=O)OC)C(C)C2)C1c1cccc(O)c1 (stereo unspecified) | i
c1cc(-c2noc(CC3CCCCC3)n2)ccn1 | i
CC1=CC[C@@H]2CN(C(=O)CSc3nnnn3C)C[C@@H]2C1 | i
O=C(COc1ccccc1[N+](=O)[O-])Nc1cc(Cl)c(Cl)cc1Cl | i
Cn1ccnc1-c1ccc(N2CCc3onc(-c4ccccc4F)c3C2)nn1 | ?
COc1ccc(CNC(=O)CC[C@H]2CNC(=O)[C@@H]3[C@@H](CCN3Cc3ccccc3)N2C)cc1 | ?

Rewritten as tab-separated lines: 6 of the compounds above.
SMILES	ST2 inh
CCC1=C(c2ccc(OC)cc2)S(=O)(=O)N(CC(=O)Nc2ccc(OC)c(Cl)c2)C1=O	?
CC1=CC[C@@H]2CN(C(=O)CSc3nnnn3C)C[C@@H]2C1	i
Cc1cc([N+](=O)[O-])ccc1NC(=O)Cc1ccc(F)cc1	i
c1cc(-c2noc(CC3CCCCC3)n2)ccn1	i
Cn1ccnc1-c1ccc(N2CCc3onc(-c4ccccc4F)c3C2)nn1	?
CCOCCOC(=O)C1=C(C)NC2=C(C(=O)C(C(=O)OC)C(C)C2)C1c1cccc(O)c1 (stereo unspecified)	i

(listing goes on)
SMILES | ST2 inh
O=C(CSc1nnc(COc2ccccc2)n1-c1ccccc1)c1cccc([N+](=O)[O-])c1 | ?
CN(c1ncccc1C(=O)N1CCCC(O)(CO)CC1)C1CCCCC1 (stereo unspecified) | i
Cc1ccc(Nc2cc(C)nc(Nc3ccc(NC(=O)c4cccc(C(F)(F)F)c4)cc3)n2)cc1 | ?
CSc1ccccc1C(=O)Nc1ccc2c(c1)OC1(CCCCC1)O2 | ?
CC(=O)Nc1ccc2cccccc1-2 | 56%*
Cc1cc(N(C)C)nc(Nc2ccc(NC(=O)c3ccccc3)cc2)n1 | ?
CC(=O)Nc1ccc(-c2c(-c3ccccc3)ncn2C2CC=CC2)cc1 | ?
O=C(Nc1n[nH]c(C2CCCCC2)n1)N1CCCC(c2ccccc2)C1 (stereo unspecified) | i
COc1ccc(-c2ccccc2C(N)=O)c2ccc(C)nc12 | i
CN1CCN2C[C@@H](NC(=O)c3nc4ccccc4[nH]3)C[C@H]2C1 | i
COc1ccc(NS(=O)(=O)c2ccc(N=Cc3ccc([N+](=O)[O-])cc3)cc2)nn1 | i
CCOc1ccc(N2CC(NC(=O)c3cccs3)CC2=O)cc1 (stereo unspecified) | i

A stretch of the results above, for reference:
SMILES | ST2 inh
O=C(CSc1nnc(COc2ccccc2)n1-c1ccccc1)c1cccc([N+](=O)[O-])c1 | ?
CN(c1ncccc1C(=O)N1CCCC(O)(CO)CC1)C1CCCCC1 (stereo unspecified) | i

Next part.
SMILES | ST2 inh
CN(Cc1cc(-c2cccs2)n[nH]1)S(=O)(=O)NCc1ccccc1 | i
CCOc1ncccc1CNC(=O)C(C)(C)NC(=O)c1cccs1 | ?
Cc1nc2nc(SCc3cc(=O)n4ccccc4n3)nn2c(C)c1Cc1ccccc1 | i
Cc1ncc(-c2c(-c3ccccc3)ncn2CCN2CCCCC2CO)[nH]1 (stereo unspecified) | i
O=C(N1C[C@@H]2C3CCC(CC3)[C@@H]2C1)C1(S(=O)(=O)c2ccccc2)CC1 | ?
CN1Cc2ccccc2N(CC(=O)NCc2n[nH]c3c2CCC3)C1=O | i
CC1(C)CC(=O)C2=C(C1)Nc1nc(SCc3ccccc3)[nH]c(=O)c1C2c1ccccc1 (stereo unspecified) | i
Cc1cc(=O)oc(C)c1C(=O)NCCCN(CC(C)C)CC(C)C | i
N#CSC(C#N)Cc1cccc(Cl)c1 (stereo unspecified) | 34%*
CN1CCN(c2nc3c(c(=O)[nH]c(=O)n3C)n2CCSc2nc3ccccc3s2)CC1 | i
Cc1c(Cl)cccc1-n1ncnc1-c1ccc(F)cc1 | i
CC(O)CNc1ncnc2sc3c(c12)CCC3 (stereo unspecified) | ?
Cc1ccc(NC(=O)CSc2nc3c(c(=O)n2-c2ccc(C)cc2)SCC3)cc1 | ?
O=[N+]([O-])c1ccc(O)c(/C=C/c2ccc3cccc(O)c3n2)c1 | ?
Cc1cc(C)n2nc(SCCC(=O)NCCC(C)C)nc2n1 | i
O=C(Nc1ccc(O)cc1)C1CC=CCC1 (stereo unspecified) | 34%*
CCn1nc(C)c(CNC(C)CC(C)(C)OC)c1C (stereo unspecified) | i
CC(C)N1CCC(N2CCN(Cc3cn[nH]c3C3CCCCC3)CC2CCO)CC1 (stereo unspecified) | i
CCS(=O)(=O)NCc1nc2cccnc2n1Cc1ccc(Cl)cc1 | i
N#Cc1cccn1Cc1ccccc1Br | ?
Cc1ccc(-c2nc(N3CCC(C(N)=O)(N4CCCCC4)CC3)c3ccccc3n2)cc1 | i
CC1CCCCN1C(=O)c1cc2nc(-c3cccs3)cc(C(F)(F)Cl)n2n1 (stereo unspecified) | ?
O=C1CC(n2cnc3ccccc32)C(=O)N1c1ccccc1 (stereo unspecified) | i
COCCN(Cc1nc(C2CC2)no1)C(C)C | i
CCCc1cc2c(=O)c(-c3ccc4c(c3)OCO4)c(C)oc2cc1OC(C)=O | i
COCCNC(=O)c1ccc(OC2CCN(Cc3cccc(C)n3)CC2)c(Cl)c1 | ?
COc1ccc(NC(=O)/C=N\OC(=O)Nc2ccc(C)cc2)cc1 | i
CCCN(CCO)Cc1ccc(C(C)C)cc1 | i
Cc1ccc(C(=O)Nc2ccc(Nc3ccccc3)cc2)c(Cl)c1 | ?
Cc1cc(=O)oc2cc(OCC(=O)Nc3cccc(Cl)c3)ccc12 | i
O=C(Cn1nc(-c2ccccc2)nc1-c1ccccc1)Nc1ccc(Br)cc1 | i
CCn1cc(C(=O)N2CCOCC2)c(=O)c2cc(S(=O)(=O)N3CCCCC3)ccc21 | i
COc1cc2c(cc1OC)C1(CCCC1)CNC2c1ccc([N+](=O)[O-])cc1 (stereo unspecified) | i
Cc1c(Cl)c([N+](=O)[O-])nn1CCCC(=O)NCc1cccs1 | i
O=Cc1ccc(-c2ccccc2[N+](=O)[O-])o1 | ?
O=C(NC1CCCCCCC1)c1cccn2c(=O)c3c4c(sc3nc12)CCCC4 | ?

Sorted by SMILES length (ascending): part of the list above.
SMILES | ST2 inh
COCCN1CCCC(O)(CN2CCN(Cc3nccn3C)CC2)C1=O (stereo unspecified) | i
Cc1cc([N+](=O)[O-])ccc1NC(=O)Cc1ccc(F)cc1 | i
O=C(Nc1n[nH]c(C2CCCCC2)n1)N1CCCC(c2ccccc2)C1 (stereo unspecified) | i
O=C(CSc1nnc(COc2ccccc2)n1-c1ccccc1)c1cccc([N+](=O)[O-])c1 | ?

More records follow:
SMILES | ST2 inh
O=c1c2c(nc(SCc3ccc([N+](=O)[O-])cc3)n1-c1ccccc1)CCS2 | ?
Cc1ccc2nsnc2c1S(=O)(=O)Nc1cccc(C(=O)O)c1 | ?
CCOC(=O)Cn1c(=O)n(-c2ccc(F)cc2)c2nc(-c3ccccc3OC)nc(C(N)=O)c21 | i
Nc1ccc(CCC(=O)N2CCCC2)cc1 | i
OC(Cc1ccc2ccccc2n1)C(Cl)(Cl)Cl (stereo unspecified) | i
COc1ccc2cc3cc(C(=O)Nc4ccc(C(C)C)cc4)oc3nc2c1 | ?
O=C(c1ccc(CS(=O)(=O)c2ccccc2)o1)N1CCN(c2ccccc2)CC1 | i
O=C1CC(N2CCN(c3ncccn3)CC2)C(=O)N1c1ccc(Br)cc1 (stereo unspecified) | i
C[C@@H]1C[C@@H](O)[C@@]23CO[C@]2(CO)C[C@@H](O)CC3[C@@]12CC(c1ccoc1)OC2=O (stereo partly specified) | i
c1ccc(CSc2nnc(SCc3ccccc3)s2)cc1 | i
Cc1nc2c(C(=O)NCCC(C)C)c[nH]n2c(=O)c1Cc1ccccc1F | i
CCc1ccc(OCCN(C)C(=O)c2ccn[nH]2)cc1 | i
Cc1c(C(=O)N2CCCCC2C)sc2ncnc(N3CCN(c4ccccn4)CC3)c12 (stereo unspecified) | i
Cc1nc([N+](=O)[O-])cn1CC(=O)NCc1ccccc1 | i
COc1ccc2c(=O)c(Oc3ccccc3)c(C)oc2c1OC | 30%*
Fc1ccccc1-n1nnnc1SCc1ccc(Br)cc1 | i
CCOC(=O)c1cn(CC)c2cc(N3CCN(C)CC3)c(F)cc2c1=O | i
C=CCSC1=C(C#N)C(c2ccc(C)cc2)C(C(=O)OC)C(=O)N1 (stereo unspecified) | ?
CCN(C(=O)Nc1cccc(Cl)c1)c1ccccc1 | i
CC(C)(C)c1ccc(Cn2ncc3ccccc3c2=O)cc1 | i
COc1ccc(-c2[nH]c(-c3ccc(F)cc3)nc2SCC(=O)NCc2ccco2)cc1OC | i
Cc1ccc(C2Nc3ccccc3NC3=C2C(=O)CCC3)o1 (stereo unspecified) | 32%*
CC(C)Cc1noc(CNC(=O)C(C)N2C(=O)c3cccc4cccc2c34)n1 (stereo unspecified) | i
O=C1C2ON(c3ccccc3)C(c3ccccc3)C2C(=O)N1Cc1ccccc1 (stereo unspecified) | i

The last 2 compounds of the part above come first, to join the parts:
SMILES | ST2 inh
CC(C)Cc1noc(CNC(=O)C(C)N2C(=O)c3cccc4cccc2c34)n1 (stereo unspecified) | i
O=C1C2ON(c3ccccc3)C(c3ccccc3)C2C(=O)N1Cc1ccccc1 (stereo unspecified) | i
C=CCn1c(=O)c(C(=O)Nc2cccc(Cl)c2Cl)c(O)c2ccccc21 | i
CCOC(=O)c1[nH]c2ccccc2c1NC(=O)CCC1CCCC1 | i
COC(=O)Nc1ccc(C)cc1Br | ?
CCCc1nc2ccccc2n1CC(O)COc1ccc(C(=O)O)cc1 (stereo unspecified) | i
Cc1[nH]c2ccccc2c1CC(=O)N1Cc2cnc(CC(C)C)nc2C1 | i
O=C(NC1CCCCCCC1)c1ccc2nc3ccc(Cl)cc3c(=O)n2c1 | i
CC1(C)CC(=O)c2cc(OCC(=O)NCC3CCCO3)ccc2O1 (stereo unspecified) | i
Cc1ccccc1Nc1nnc(-c2ccc(C)c(S(=O)(=O)NCCO)c2)c2ccccc12 | i
Cc1ccc(O)c(C(=O)NCc2cccnc2N(C)CCc2ccccn2)c1 | i
O=S(=O)(Nc1ccc(O)c(Br)c1)c1ccc(Cl)cc1 | i
Cc1nc2cc(C(=O)O)ccc2n1CCO | i
Cc1nccn1CCN(C)c1nc(-c2ccc(Cl)cc2)nc2c1CNC2 | ?
Cc1cc(C)c(Cn2c(=O)n(CCCC(=O)NCc3ccco3)c(=O)c3sccc32)c(C)c1 | ?
CC1(C)CC(=O)C2=C(C1)OC(N)=C(C#N)C2c1ccc(O)cc1 (stereo unspecified) | i
CC(C)(C)c1cc(CC2(NCc3ccc(CO)o3)COC2)no1 | i
COc1ccc(CCNc2ncnc3c2cnn3-c2ccc(Cl)cc2)cc1OC | i
CCn1cc(C(=O)NCc2ccco2)c(=O)c2cc(S(=O)(=O)N3CCCCCC3)ccc21 | i
COc1ccc(NS(=O)(=O)c2ccc3[nH]c(=O)c(=O)[nH]c3c2)c(OC)c1 | i
CCn1cc(C(=O)NCCC(C)C)c(=O)c2cc(S(=O)(=O)N3CCC(C)CC3)ccc21 | i
Cc1csc2ncc(C(=O)Nc3cc(Cl)ccc3Cl)c(=O)n12 | i
Cc1ccc(-n2c(=O)n(Cc3ccccc3)c3c(C(N)=O)nc(-c4ccccc4F)nc32)cc1C | i
Cc1cc(C)nc(NC2=NCC(=O)N2c2ccc3c(c2)OCCO3)n1 | i
CCOc1ccc2oc(C)c(C(=O)NC(C)c3n[nH]c(C)n3)c2c1 (stereo unspecified) | i
O=C(Nc1ccc(S(=O)(=O)N2CCCC2)cc1)c1cccs1 | i
O=[N+]([O-])C1=Cc2cc(Br)cc(Br)c2OC1c1ccc2c(c1)OCO2 (stereo unspecified) | 60%*
COc1cc(CN2CCCCCC2)c([N+](=O)[O-])cc1OC | i
O=C(CC[C@@H]1CNC(=O)[C@@H]2C[C@H](NC(=O)C3CC3)CN12)NCc1cccs1 | ?
O=C(Nc1cccc([N+](=O)[O-])c1)c1cc(S(=O)(=O)N2CCCCC2)cs1 | ?
CC(=O)c1cccc(NC2=NS(=O)(=O)c3ccccc32)c1 | ?
COc1ccc(-n2nc3c(c2NC(=O)c2c(F)cccc2Cl)CS(=O)C3)cc1 (stereo unspecified) | i
CCOc1ccccc1NS(=O)(=O)c1cc([N+](=O)[O-])ccc1C | i
O=C(c1ccccc1[N+](=O)[O-])N1CCN(C/C=C/c2ccccc2)CC1 | ?
Cc1cccc(C(=O)Nc2cccc(OCc3cc(=O)n4ccc(C)cc4n3)c2)c1 | i
CCCCOCC(O)Cn1cnc2ccccc21 (stereo unspecified) | i
O=C(Cn1nc(Cc2ccccc2)c2ccccc2c1=O)N1CC[C@H](O)[C@@H](O)C1 | i
COc1ccc(CNC(=O)C[C@@H]2CCNC[C@@H]2Cc2cc(CN(C)Cc3ccccc3)on2)cc1 | ?
Cc1ccccc1OCc1nnc(SCC(=O)NCCc2ccccc2)n1C | i
COc1ccc(N2CC(NC(C)=O)CC2=O)cc1 (stereo unspecified) | i
CC(=O)Oc1ccc2nc(COc3ccc(C4CCCCC4)cc3)oc(=O)c2c1 | i
COc1cc(C(=O)Nc2ccc([N+](=O)[O-])cn2)cc(OC)c1OC | ?
Cc1ccccc1-c1cc(O)c2c(c1)CN(C(=O)C1CCCO1)CCO2 (stereo unspecified) | i
O=C(Nc1ccc(S(=O)(=O)N2CCCC2)cc1)C(F)(F)F | i
CC(=O)c1ccc(NC(=O)c2ccccc2Cl)cc1 | i
CC(C)Oc1ccc(C(=O)Nc2cccc(N3CCCS3(=O)=O)c2)cc1 | ?
CCN(CC)S(=O)(=O)c1ccc(C(=O)Nc2nc(-c3cc(C)ccc3C)cs2)cc1 | i
CCOC(=O)CNC(=O)c1cn(CC(C)C)c(=O)c2cc(OC)c(OC)cc12 | i
N#Cc1c(C(F)(F)F)cc(-c2cccs2)[nH]c1=O | i
N#CC(NC(=O)c1ccc(Cl)cc1)=C(Cl)Cl | i
